Screening results from PubChem BioAssay.
Akt phos inh: Akt phosphorylation inhibition; Neuro2A IGF-stimulated pAkt S473 HTRF, 20 min; hits give low values; activity change, % for hits at 50 µM; 360,000 compounds, 0.32% hits; in the data active = activity change below about -80%; inconclusive = mostly about -51% to -80%; also: % is scaled to controls: 0 for no effect and ±100 for the full control effect
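Neuro2A cells (4,500/well, DMEM with 0.5% FBS) were treated with compound at a single 50 µM final concentration, stimulated with 6 nM IGF for 20 min at 37 °C, and lysed. Phospho-Akt Ser473 was read by HTRF as 665/615 ratio ×10^4.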
Abeta rescue: compounds reversing amyloid beta toxicity in yeast | 410,000 compounds, 0.063% hits | AID 1347071 | Potency, µM (highest dose often 46.1 µM), without a hit: at the highest dose growth rescue, actives largely listed as activators | yeast expressing A-beta42, growth rescue, OD600, 48 h; response scale: 0% DMSO, 100% iron-clioquinol control; also: potency is read from the fitted curve at half-maximal effect; nearly all actives have a fitted effect of over 55% in size
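Yeast growth medium received pinned compounds, then yeast cells expressing toxic A-beta were added; plates incubated at 30 C for 48 hr. Growth read as absorbance at 600 nm, normalized to DMSO and equimolar FeCl3 plus clioquinol controls.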
TDP-43 yeast inh: TDP-43 toxicity inhibition in yeast; 410,000 compounds, 1.8% hits; Potency, µM (titrated, usually from 46.1 µM), for the others: top-dose growth rescue (activation), hits mostly activators; AID 652104; TDP-43 expressing yeast growth rescue, BacTiter-Glo, 24 h; also: potency is read from the fitted curve at half-maximal effect; % of control where 0% means no effect; nearly all actives have a fitted effect of over 50% in size
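Readout is BacTiter-Glo luminescence of cell growth, so inhibitors register as activators. TDP-43-expressing yeast at OD600=0.02 in galactose medium, after raffinose pregrowth to mid-log, were incubated with compound for 24 hr at 30 deg C.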
aSyn rescue: inhibitors of alpha-synuclein toxicity in yeast | Yeast expressing alpha-synuclein, growth rescue, BacTiter-Glo, 24 h | Potency, µM (series often up to 46.1 µM), for inactives: at the highest dose growth rescue (activation), most hits filed as activators | 370,000 compounds, 0.14% hits | AID 652106; also: potency is read from the fitted curve at half-maximal effect; % of control where 0% means no effect; nearly all actives have a fitted effect of over 65% in size
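Screening used galactose-induced yeast with toxic alpha-synuclein levels, exposed to compound for 24 hr at 30 deg C. Cell growth, read with BacTiter-Glo luminescence, gave the measured signal.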
DRD3 antagonist: D3 dopamine receptor (human) antagonism; 360,000 compounds, 2.5% hits; max response, negative = inhibition, %; P35462; D3R cells, DiscoveRx beta-arrestin luminescence, antagonist mode; hits give low values; AID 652054; in the data active = max response below about -50%; inconclusive = no clear call, values can overlap the other calls; also: % is scaled to controls: 0 for no effect and ±100 for the full control effect; mostly tested at two doses, the higher about 12 µM
Target sequence (P35462 whole entry, looked up): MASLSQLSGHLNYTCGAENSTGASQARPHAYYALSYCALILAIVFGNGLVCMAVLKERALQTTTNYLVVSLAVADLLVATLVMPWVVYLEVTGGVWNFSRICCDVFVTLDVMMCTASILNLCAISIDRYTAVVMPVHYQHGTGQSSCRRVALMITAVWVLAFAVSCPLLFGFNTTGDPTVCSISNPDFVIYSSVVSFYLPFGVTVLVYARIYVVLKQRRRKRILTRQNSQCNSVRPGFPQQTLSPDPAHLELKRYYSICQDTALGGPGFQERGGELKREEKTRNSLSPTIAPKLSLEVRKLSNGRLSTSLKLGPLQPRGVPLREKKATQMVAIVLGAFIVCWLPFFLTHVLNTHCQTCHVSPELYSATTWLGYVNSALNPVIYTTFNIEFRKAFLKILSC
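Cells plated overnight at 1500 cells/well, then exposed to library compounds with dopamine controls for 90 minutes at 37 degrees C. DiscoveRx reagent added for 30–60 minutes at room temperature; luminescence read, quantitative HTS format.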
GLP1R ag: GLP-1 receptor (human) agonism | HEK293 GLP-1R CRE-luciferase, luminescence, 4-6 h; cells express a hypersensitive GLP-1R form | AID 624172 | P43220 | Potency, µM (highest dose often 45.6 µM), for the others: top-dose activation, usual class: activators | 380,000 compounds, 0.007% hits; also: potency is read from the fitted curve at half-maximal effect; % of control where 0% means no effect
PTHR1 agonist: PTHR1 (human) receptor agonism; Potency, µM (titrated, usually from 115 µM), for the others: top-dose activation, usual class: activators; AID 743266; Q03431; 410,000 compounds, 0.075% hits; HEK293 GP2 PTHR1 cells, GloSensor cAMP luminescence, 1 h; also: potency is read from the fitted curve at half-maximal effect; nearly all actives have a fitted effect of over 55% in size; some results filed as inactive show a strong effect at the top dose; inactives centre near -15; many of its hits are not listed in these tables
Target sequence (Q03431 whole entry, looked up): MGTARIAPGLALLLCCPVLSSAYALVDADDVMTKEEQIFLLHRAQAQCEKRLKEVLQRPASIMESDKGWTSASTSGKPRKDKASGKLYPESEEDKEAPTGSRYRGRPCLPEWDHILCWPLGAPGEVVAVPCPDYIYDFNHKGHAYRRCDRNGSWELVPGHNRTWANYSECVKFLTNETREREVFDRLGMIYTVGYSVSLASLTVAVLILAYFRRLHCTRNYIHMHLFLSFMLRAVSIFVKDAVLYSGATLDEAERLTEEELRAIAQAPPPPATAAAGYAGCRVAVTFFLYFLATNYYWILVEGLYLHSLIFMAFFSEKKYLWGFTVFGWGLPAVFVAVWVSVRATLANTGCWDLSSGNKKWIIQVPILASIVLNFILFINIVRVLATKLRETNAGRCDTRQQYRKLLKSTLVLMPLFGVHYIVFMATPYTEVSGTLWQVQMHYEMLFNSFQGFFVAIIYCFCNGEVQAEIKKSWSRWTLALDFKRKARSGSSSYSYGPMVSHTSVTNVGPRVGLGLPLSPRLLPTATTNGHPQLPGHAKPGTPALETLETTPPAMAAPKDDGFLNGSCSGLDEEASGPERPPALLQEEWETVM
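HEK-293-derived GP2 cells expressing PTHR1 and a GloSensor cAMP reporter, 3,000/well, plated overnight, given luciferin plus IBMX (each 0.5 mM as added) for 1 h at 37 °C, then compound for 1 h at 37 °C. Luminescence was read after 15 min at room temperature.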
FUS suppressor: rescues growth of FUS-expressing yeast; S. cerevisiae FUS-expressing, growth rescue, OD600, 24 h; Potency, µM (doses to about 76.6 µM), for the others: top-dose growth rescue (activation), most hits filed as activators; 390,000 compounds, 0.24% hits; AID 1347120;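 also: potency is read from the fitted curve at half-maximal effect; plate controls were DMSO vehicle for no effect and reference control for full effect; nearly all actives have a fitted effect of over 55% in size; some results filed as inactive show a strong effect at the top dose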
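Toxicity suppression screen in FUS-yeast. Cells induced with 2% galactose, starting OD 0.005, treated 24hr at 30C with compounds at multiple final concentrations; growth by OD600.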
GLP1R inv ag: acts as inverse agonist at human GLP-1 receptor; P43220; HEK293 GLP-1R CRE-luciferase, luminescence, 24 h; GLP-1R form is constitutively active; 410,000 compounds, 1.6% hits; Potency, µM (series often up to 38.3 µM), inactives show at the top dose activity change, negative = inhibition, usual class: inhibitors; also: potency is read from the fitted curve at half-maximal effect; % is scaled to controls: 0 for no effect and ±100 for the full control effect; nearly all actives have a fitted effect of over 55% in size
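GLP-1R inverse agonism mode: basal reporter luminescence in engineered HEK293 cells measured after one day of compound exposure at 37 deg C, with a 12 min room-temperature detection step.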
An asterisk follows results filed as active; i = inactive; ? = inconclusive; / = no result given; [ ] = another dose, or the depositor's remark. Unless noted, calls follow the shape of the dose curve; as a rule, active = well fitted curve in the direction sought with a large enough effect; inconclusive = small, poorly fitted or top-dose-only effect, or another doubt; inactive = no such curve, though single readings can be large; an effect the other way counts as inactive or inconclusive.

SMILES	Akt phos inh	Abeta rescue	TDP-43 yeast inh	aSyn rescue	DRD3 antagonist	GLP1R ag	PTHR1 agonist	FUS suppressor	GLP1R inv ag
Cc1cccc(C(=O)Nc2ncc(CN3CCOCC3)s2)c1	i	11%	-4%	-1%	13	3%	i	11%	29%
COc1ccc(CN2CCn3nc(C(=O)NC(C)C)cc3C2=O)cc1	i	-3%	6%	0%	-2	6%	i	-16%	3%
CCOc1ccc(C(=O)OCC(=O)Nc2ccc(SC(F)F)cc2)cc1OCC	i	?	6%	4%	0	-6%	-16%	/	-8%
CCCC(=O)Nc1ccc(N2CCN(C(=O)c3cc4ccccc4o3)CC2)cc1	i	-12%	9%	2%	-12	12%	-4%	0%	-11%
CCOc1cc(S(=O)(=O)Nc2ccc(CC)cc2)ccc1Cl	/	-5%	-87%[inhibitor]	-44%[inhibitor]	22	-12%	i	39%	?
CCOc1ccc(OCC)c(Nc2ccc3cc(S(=O)(=O)N4CCCC4)ccc3n2)c1	/	-1%	25%	/	/	/	-37%[inhibitor]	-1%	2%
O=C(NCc1cc(Cl)cc(Cl)c1)c1csc(COCCO)n1	i	19%	20%	2%	?	0%	13%	-22%	7%
Cc1cccc2c1N(Cc1ccccc1OCCC(C)C)C(=O)C2=O	/	11%	-1%	/	/	/	-13%	14%	7%
CCC1CCCCN1CCCNC(=O)CCC(=O)N1CC(C)Oc2ccccc21 (stereo unspecified)	i	-4%	-13%	5%	-24	0%	-16%	-1%	-8%
CNC(=O)NC(=O)C(NC1CCCc2ccccc21)c1ccccc1 (stereo unspecified)	i	6%	-4%	?	3	7%	-1%	14%	?
COC(=O)C(NC(=O)C(C)Oc1ccccc1)C(C)C (stereo unspecified)	i	-13%	-18%	-1%	-4	8%	i	17%	-13%
CCc1ccc(OCCNC(=O)OCc2ccccc2)cc1	i	0%	?	14%	31	1%	i	/	0%
COc1ccc(-c2nnc(SCC(=O)c3ccc([N+](=O)[O-])cc3)o2)cc1OC	/	-8%	14%	-1%	/	4%	i	-17%	13%
CCN(CC)C(=O)c1[nH]cnc1C(=O)Nc1cccc(C)c1	i	0%	15%	-2%	-29	-1%	i	-17%	14%
COc1ccc(Cn2nnnc2CN(Cc2cc3cccc(C)c3[nH]c2=O)C2CCCC2)cc1	i	2%	-23%	4%	12	6%	i	9%	2%
O=C(NCc1ccc2c(c1)OCO2)c1nnc(Cc2ccc(F)cc2)o1	i	11%	0%	-1%	-11	5%	-4%	-6%	-25%
COc1ccc(C(=O)N2CCN(c3ccc(C)c(C)c3)CC2)cc1OC	i	10%	29%	4%	-3	15%	i	12%	-3%
O=S(=O)(Cc1ccc(Cl)cc1)N1CCN(Cc2ccc3c(c2)OCO3)CC1	i	18%	11%	10%	11	10%	-16%	5%	-1%
Cc1c(Cc2ccccc2)c(=O)oc2cc(OCC(=O)NCC3CCC(C(=O)O)CC3)ccc12 (stereo unspecified)	i	-20%	3%	-2%	0	-6%	i	12%	3%
O=C(CN(Cc1cccs1)C(=O)CNC(=O)c1ccco1)NC1CCCCC1	i	8%	0%	-2%	13	-4%	i	-4%	-10%
Cc1nn(-c2ncc(C(F)(F)F)cc2Cl)c(=O)n1-c1ccccc1Cl	i	?	?	13%	-8	-1%	-6%	7%	-13%
COc1ccc(CCNC(C)=O)cc1	i	13%	12%	3%	?	-2%	i	-13%	8%
O=C(Cn1nc(C(=O)O)c2ccccc2c1=O)Nc1ccc2c(c1)OCO2	i	9%	-1%	1%	6	14%	i	22%	30%
O=C(CN1CCN(S(=O)(=O)c2ccc(F)cc2)CC1)Nc1ccc2c(c1)OCO2	i	0%	-10%	-2%	-13	0%	-8%[57.5 µM]	6%	?
CC(=O)c1ccc(N2CCN(C3C(=O)c4ccccc4N3C(C)=O)CC2)cc1 (stereo unspecified)	/	-9%	24%	/	/	/	-14%	8%	5%
CCC1Sc2ccc(S(=O)(=O)CCC(=O)NCc3ccc(C)o3)cc2NC1=O (stereo unspecified)	i	1%	-12%	-8%	-16	-4%	i	23%	?
COc1ccc(NC(=O)C2OC3OC(C)(C)OC3C3OC(C)(C)OC23)cc1 (stereo unspecified)	i	-18%	-13%	-3%	-4	0%	i	34%	-2%
CC(=O)Nc1ccc(NC(=O)C2CCCN(c3ncccn3)C2)cc1 (stereo unspecified)	i	5%	1%	-3%	3	-3%	i	12%	11%
COc1ccc(/C=C/C(=O)Nc2nc(C)cc(C)n2)cc1OC	i	1%	9%	0%	1	9%	-1%	1%	41%[activator]
COc1cc2c(cc1OC)CN(C(=O)c1cc(S(=O)(=O)N3CCCCC3)ccc1Cl)CC2	i	1%	3%	-1%	15	8%	-92%[inhibitor]	24%	?
COc1cc(NC(=O)Cn2c(=O)oc3cc(S(=O)(=O)N4CCCCCC4)ccc32)cc(OC)c1	/	-12%	0%	/	/	/	-13%	?	-5%
COC(=O)/C(C#N)=C/c1c(Oc2cc(C)cc(C)c2)nc2ccccn2c1=O	i	11%	5%	0%	-5	6%	-8%	-17%	7%
O=C(Cn1c(C(=O)N2CCN(C3CCCC3)CC2)cc2sccc21)c1ccccc1	i	0%	-21%	0%	-78*	9%	i	28%	0%
CCN(Cc1cccs1)C(=O)c1cccc(S(=O)(=O)N2CCN(C)CC2)c1	i	-16%	-23%	0%	-5	-2%	-4%	/	17%
NC(=O)c1ccsc1NC(=O)CCS(=O)(=O)c1ccccc1	i	-3%	-21%	1%	5	7%	-31%[inhibitor]	10%	-11%[0.307 µM]
CC(C)(C)OC(=O)N1CCC[C@H]1C(=O)Nc1ccc(Br)cc1	i	0%	0%	0%	5	13%	-19%	-20%	-6%
C=CCNC(=O)C1CC(=O)N(c2ccc(OCC(=O)Nc3ccc(Cl)cc3)cc2)C1 (stereo unspecified)	i	-2%	3%	-4%	0	8%	i	19%	15%
Cc1cccnc1NC(=O)c1ccc(S(=O)(=O)NCc2ccco2)cc1	i	0%	-8%	-2%	9	1%	i	3%	26%
O=C(NC1CCCCC1)C(c1ccco1)N(C(=O)c1csnn1)c1cccc(F)c1 (stereo unspecified)	i	-24%	-13%	-1%	2	0%	i	-1%	?
Cc1ccc(CNc2ccc(-c3nc(-c4ccco4)no3)cc2[N+](=O)[O-])cc1	/	-15%	9%	/	/	/	i	-3%	6%

Some values from the list:
CCN(CC)C(=O)c1[nH]cnc1C(=O)Nc1cccc(C)c1 in GLP1R inv ag is entered as 14%
Cc1cccc(C(=O)Nc2ncc(CN3CCOCC3)s2)c1 in GLP1R ag is entered as 3%

Complete entries from above. Values in the order: Akt phos inh, Abeta rescue, TDP-43 yeast inh, aSyn rescue, DRD3 antagonist, GLP1R ag, PTHR1 agonist, FUS suppressor, GLP1R inv ag
Shown for Cc1cccnc1NC(=O)c1ccc(S(=O)(=O)NCc2ccco2)cc1 = i, 0%, -8%, -2%, 9, 1%, i, 3%, 26%
Shown for O=C(Cn1c(C(=O)N2CCN(C3CCCC3)CC2)cc2sccc21)c1ccccc1 = i, 0%, -21%, 0%, -78*, 9%, i, 28%, 0%
Shown for COc1cc(NC(=O)Cn2c(=O)oc3cc(S(=O)(=O)N4CCCCCC4)ccc32)cc(OC)c1 = /, -12%, 0%, /, /, /, -13%, ?, -5%
Shown for CCN(Cc1cccs1)C(=O)c1cccc(S(=O)(=O)N2CCN(C)CC2)c1 = i, -16%, -23%, 0%, -5, -2%, -4%, /, 17%
Shown for Cc1ccc(CNc2ccc(-c3nc(-c4ccco4)no3)cc2[N+](=O)[O-])cc1 = /, -15%, 9%, /, /, /, i, -3%, 6%

Next part.
SMILES	Akt phos inh	Abeta rescue	TDP-43 yeast inh	aSyn rescue	DRD3 antagonist	GLP1R ag	PTHR1 agonist	FUS suppressor	GLP1R inv ag
Cc1ccc(/C=C/C(=O)NC(=S)N2CCN(C)CC2)cc1	i	-3%	4%	-6%	-6	-12%	-11%	/	-2%
COc1ccc(C(=O)Nc2ccc(NC(C)=O)cc2)cc1S(=O)(=O)N1CCCC1	i	-19%	15%	-7%	-1	1%	-6%	-15%	14%
O=C(O)CNS(=O)(=O)c1cccc(Cl)c1	i	5%	6%	10%	21	-2%	i	-15%	30%[activator]
Cc1c(Cc2ccccc2)c(=O)oc2c(O)c(O)ccc12	i	-13%	-9%	22%	-9	17%	i	18%	?
O=C(Cn1ncn2c(cc3sccc32)c1=O)NC1CCCC1	i	-2%	11%	-7%	-24	-7%	-25%	-29%	5%
COc1ccccc1CNC(=O)COc1cccc(-n2cnnn2)c1	i	7%	7%	6%	-5	-3%	i	-1%	3%
CSC1=NSC2=NC(=O)/C(=C/c3coc4ccc(O)cc4c3=O)C(=N)N12	i	6%	-7%	11%	30	8%	-17%	/	0%
CC(C)[C@H](NC(N)=O)C(=O)Nc1ccc(Oc2ccccc2)cc1	i	-1%	-13%[9.22 µM]	-2%	5	4%	-8%	19%	16%[7.66 µM]
CCCC(C(=O)NCc1ccco1)N(C(=O)CNS(=O)(=O)c1ccc(Cl)cc1)C1CCCC1 (stereo unspecified)	i	18%	14%	2%	9	-20%	i	17%	10µM*

This is a subset; count on the stated rates, not on these rows.
